Screening results from PubChem.
All columns: NCI-60 one-dose screen, growth in % after 48 h at 10 µM unless noted; 100 = growth as untreated, 0 = no growth, -100 = all killed.
HCT-15: HCT-15 colon cancer; AID 1794746; 5.2% of 82,000 active
HT29: HT29 colon cancer. 7.4% of 81,000 active. AID 1794748
KM12: KM12 colon cancer cells; 5% of 82,000 active
COLO 205: COLO 205 colon cancer; 7.3% of 79,000 active; AID 1794742
HCC-2998: HCC-2998 colon cancer; 4.7% of 79,000 active
SNB-75: SNB-75 CNS cancer; 5% of 79,000 active; AID 1794750
SW-620: SW-620 colon cancer. AID 1794795. 5.2% of 82,000 active
SNB-19: SNB-19 CNS cancer cells; 2.5% of 81,000 active
HCT-116: HCT-116 colon cancer; 7.3% of 82,000 active
Numbers without * were called inactive; . = not tested or not shown; [ ] = another dose, or the depositor's remark. How the source made its calls: active means growth percent below 10; inactive means the rest.

SMILES	HCT-15	HT29	KM12	COLO 205	HCC-2998	SNB-75	SW-620	SNB-19	HCT-116
CC(=O)c1c(C)cc(C(C)(C)C)cc1C	109	102	115	115	.	85	113	109	117
N#Cc1c(-c2cn(-c3ccccc3)nc2-c2ccc(OCc3ccccc3)cc2)cc(-c2ccc(Cl)cc2)oc1=N	96	119	94	123	117	91	98	96	83
COc1ccc(-c2nc(-c3cn(C)c4ncccc34)cs2)cc1	-1.2*[100 µM]	-63*[100 µM]	3.7*[100 µM]	-50*[100 µM]	-9.7*[100 µM]	-3.6*[100 µM]	11[100 µM]	23[100 µM]	-75*[100 µM]
O=C(CN1C(=O)/C(=C/c2ccco2)SC1=S)NCCc1c[nH]c2ccc(F)cc12	101	112	101	115	115	78	107	102	97
C=CN(C(=O)N1CCN(c2cc3c(cc2F)c(=O)c(C(=O)O)cn3C2CC2)CC1)c1nc(-c2ccc(C)cc2)cs1	9.4*	6.7*	22	17	39	14	21	19	11
O=C(NCc1ccco1)Nc1cccc2c(NC(=O)NCc3ccco3)cccc12	99[100 µM]	55[100 µM]	61[100 µM]	71[100 µM]	75[100 µM]	50[100 µM]	23[100 µM]	53[100 µM]	15[100 µM]
NC(=N\N=C/c1ccccc1[N+](=O)[O-])/C(N)=N\N=C/c1ccccc1[N+](=O)[O-]	105	103	104	109	108	98	105	106	108
COC(=O)c1ccccc1N=NNc1ccc([N+](=O)[O-])cc1	97	106	107	112	112	107	101	101	103
O/N=C(/CSc1nnc(-c2ccc(Cl)cc2)o1)c1ccc(Cl)cc1	76	70	86	92	85	125	89	95	63
N=C(N)c1ccc(-c2ccc(-c3ccc(F)cc3)o2)o1	-0.3*	-20*	7.9*	-76*	18	20	-37*	27	2.3*
CCN(CC)CC(O)c1ccc2ccc3ccccc3c2c1 (centres undefined)	91	94	95	94	97	60	84	91	95
C=C(C)c1ccc(C)c(C)c1	102	104	103	116	102	91	107	110	103

The final 3 entries of the part before open the next one.
SMILES	HCT-15	HT29	KM12	COLO 205	HCC-2998	SNB-75	SW-620	SNB-19	HCT-116
N=C(N)c1ccc(-c2ccc(-c3ccc(F)cc3)o2)o1	-0.3*	-20*	7.9*	-76*	18	20	-37*	27	2.3*
CCN(CC)CC(O)c1ccc2ccc3ccccc3c2c1 (centres undefined)	91	94	95	94	97	60	84	91	95
C=C(C)c1ccc(C)c(C)c1	102	104	103	116	102	91	107	110	103
CC(C)NCCCNC1=C(Cl)C(=O)c2ccccc2C1=O	.	83	87	95	60	79	-31*	106	71
CN1C(=O)N2CCc3c([nH]c4ccccc34)C2c2ccccc21 (centres undefined)	94	101	95	98	105	71	99	95	95
O=C(O)c1ccc(-c2nn(-c3ccc(C(=O)O)cc3)cc2/C=N/Nc2ccc(F)cc2F)cc1	103	94	96	108	103	86	106	105	95
Clc1ccc(N/N=C/c2ccc(-n3cccn3)cc2)cc1	93	92	94	102	101	98	93	108	95
Cc1ccc2c(c1)-c1cc3c(O)[nH]c(=S)n3c(=O)c1=N2	98	104	102	108	101	92	97	98	102
C/C(=N\Nc1ccc([N+](=O)[O-])cc1[N+](=O)[O-])c1ccc(Cl)cc1	107	96	95	107	111	88	100	99	106
Cc1cc(O)c(C(C)C)cc1N=Cc1ccc(Cl)cc1Cl	77	96	103	111	103	95	97	94	79
Cn1nc(N)c(C(=O)NN)c1Nc1ccccc1	103	106	103	103	97	92	102	97	105
CN(C)c1ccc(C(=O)Nc2ncc(C#N)s2)cc1	89	91	111	138	125	106	98	87	64
COc1cc(/C=C2\Cc3ccccc3C2=O)cc(OC)c1OC	99	95	95	.	105	82	108	106	88
O=C(O)CNC(=O)Cc1ccccc1	110	102	102	105	101	98	105	108	106
NC(=S)NS(=O)(=O)c1ccc(N)cc1	97	109	110	108	106	93	110	113	101
CCOP(=O)(OCC)C(NC(=O)Cc1ccccc1)C(=O)N1CCC(O)CC1 (centres undefined)	106	108	110	111	99	89	105	97	104
O=C(O)c1ccc(-n2cc(C(=O)O)c(-c3ccc(F)cc3F)n2)cc1	107	97	102	108	106	94	107	110	95
Oc1cccnc1	110	105	111	107	109	97	113	102	97
O=c1cc(CCc2ccccc2)[nH]c(=O)[nH]1	95	101	109	106	100	83	99	100	111
CCCCC(=O)Nc1cccc(NC(=O)c2cccc(F)c2)c1	97	102	101	108	113	90	102	89	104
O=c1oc2cc(OS(=O)(=O)C3CC3)ccc2c2c1CCCCCC2	73	26	78	41	91	99	96	88	82
C#CCOC(=O)[C@]12CC[C@@H](C(=C)C)[C@@H]1[C@H]1CC[C@@H]3[C@@](C)(CCC#N)[C@H](C(=C)C)CC[C@@]3(C)[C@]1(C)CC2	83	75	68	.	83	82	82	79	60
CC(=O)Nc1c(Cl)cc(Cl)cc1Cl	103	.	116	113	100	103	.	100	101
CC(C)(C)c1ccc(OC(=O)c2ccccc2O)cc1	103	89	.	97	99	94	95	95	91
Nc1c(N2CC[N+]3(CCC[N+]4(CCNCC4)CC3)CC2)ncnc1N1CC[N+]2(CCC[N+]3(CCNCC3)CC2)CC1	103	97	93	120	104	107	99	111	98
COC(=O)Cc1nc2ccccc2o1	66	103	74	110	96	98	101	110	90
COc1ccc2c(c1)CC/C(=C\c1ccccn1)C2=O	91	87	70	108	.	89	108	96	90

Reprinted from the part before: two entries; new compounds follow.
SMILES	HCT-15	HT29	KM12	COLO 205	HCC-2998	SNB-75	SW-620	SNB-19	HCT-116
COC(=O)Cc1nc2ccccc2o1	66	103	74	110	96	98	101	110	90
COc1ccc2c(c1)CC/C(=C\c1ccccn1)C2=O	91	87	70	108	.	89	108	96	90
C=C(C)[C@@H]1CC[C@]2(C(=O)Nc3ccccn3)CC[C@]3(C)[C@H](CC[C@@H]4[C@@](C)(CCC#N)[C@H](C(=C)C)CC[C@]43C)[C@@H]12	81	88	95	83	94	89	97	87	74
N#Cc1ccc(NC(=O)c2cc(=O)[nH]c3ccccc23)cc1	118	117	100	93	107	99	109	92	102
Oc1ccc(-c2nn(-c3ccccc3)cc2-c2nc3ccccc3s2)cc1	82	112	83	106	102	101	100	94	89
CCOc1cc(C2C(C#N)=C(c3cccs3)OC(NC)=C2[N+](=O)[O-])ccc1O (centres undefined)	101	103	102	111	104	80	104	103	102
COc1ccc(/C=C2\CCCC3=C2NC(C)=NC3c2ccc(OC)c(OC)c2)cc1OC (centres undefined)	-62*	-2.4*	6.2*	-30*	-48*	35	-29*	60	-96*
CCNCCNc1cc(-c2ccc(C(F)(F)F)cc2)c(C#N)c2nc3cc(Cl)c(Cl)cc3n12	-80*	-85*	-78*	.	-89*	-94*	-82*	-63*	-88*
Clc1nc(Cl)c2c(ncn2C/C=C\Cn2cnc3c(Cl)nc(Cl)nc32)n1	-85*	-31*	-94*	-51*	.	-29*	-92*	-16*	-15*
O=C1N/C(=N\c2nccs2)S/C1=C\c1ccc([N+](=O)[O-])cc1	16	17	14	23	23	34	21	9.4*	-1.8*
N#C/C(=C\c1ccc(Br)cc1)n1nnc2cc(F)c(F)cc21	11	13	10	26	40	13	13	50	15
O=c1[nH]c(=S)[nH]n1C(=S)n1[nH]c(=S)[nH]c1=O	112	106	98	111	100	92	99	100	102
O=C1c2cc(Br)ccc2Oc2cc([N+](=O)[O-])ccc2N1c1ccc(F)cc1F	73	69	94	105	100	68	83	92	71
Cn1cc(-c2csc(-c3cn(CCCN4CCCCC4)c4ccccc34)n2)c2cccnc21	-78*	-88*	-63*	-80*	99	49	-65*	-66*	-95*
COc1ccc(C(c2c[nH]c3ccccc23)N2CCCC2)cc1 (centres undefined)	95	98	105	113	104	85	107	102	93
CC(C)Cn1cnc2c(NCn3nc(-c4cc(Cl)cc(Cl)c4Cl)n(/N=C/c4ccc(Cl)cc4)c3=S)nc3ccccc3c21	91	91	97	95	81	90	99	108	66
C=C(CO)[C@@H]1CC[C@]2(COC3CCCCO3)CC[C@]3(C)[C@H](CC[C@@H]4[C@@]5(C)C=C(C=O)C(=O)C(C)(C)[C@@H]5CC[C@]43C)[C@@H]12 (some centres undefined)	-90*	-84*	-43*	-60*	-88*	-52*	-65*	-84*	-89*
CCCC[S+](CC)CC(=O)c1ccc(-c2ccccc2)cc1 (centres undefined)	97	80	95	109	101	74	99	106	90
CCCCS(=O)(=O)CCCC	92	108	95	102	95	96	106	108	100
COC(=O)c1cc(C(=CCC[C@H]2CC[C@@]3(C)C(CC[C@@H]4C3CC[C@@]3(C)C4CC[C@@H]3[C@H](C)CCCC(C)C)C2)c2cc(Cl)c(OC)c(C(=O)OC)c2)cc(Cl)c1OC (some centres undefined)	105	106	104	.	102	89	92	100	105
O=C(Cc1ccc(/C=C/C(=O)c2ncc[nH]2)cc1)Nc1ccc(C(F)(F)F)cc1	-52*	-32*	-41*	36	59	44	-16*	15	-59*
Oc1ccc(-c2nc(N3CCOCC3)c3ccccc3n2)cc1	83	85	79	88	87	53	86	93	89
CCCCCCCCCC1OCC(C)(CCC)CO1 (centres undefined)	114	90	103	112	95	101	106	100	91
c1cc(-c2nc3nccc(-c4ccsc4)n3n2)ccn1	96	96	97	107	114	100	106	105	94
Cc1ccccc1Nc1nc(N)nc(CN2C(=O)NC3(CCCCC3C)C2=O)n1 (centres undefined)	106	114	106	.	113	86	104	100	98
COc1ccc(-c2csc(-n3[nH]c(=O)ccc3=O)n2)cc1	73	102	95	103	106	93	105	96	95
Cc1nc(Nc2ccccc2C)c2cnn(C)c2n1	104	93	111	111	106	103	107	115	100
CCCCCCN(CCCCCC)C(C)C(O)c1ccc2cc(Br)c3ccccc3c2c1 (centres undefined)	102	90	102	91	97	107	82	104	99
CCOC(=O)Nc1csnn1	99	109	105	146	127	95	104	106	108
O=C(O)CCCCCNCCC(=O)O	103	115	105	108	104	88	104	96	103
CCc1cccc(C(C)(C)C)c1NC(=S)N/C=C(/C#N)C(N)=O	107	112	103	102	107	93	100	98	95
CCOS(=O)(=O)C1CCCC1	103	105	108	121	104	110	100	96	98
Cc1cc2cc3c(=O)[nH]c(=O)nc-3n(CC(O)C(O)C(O)CO)c2cc1C (centres undefined)	94	104	105	116	107	90	96	107	102
CCOC(=O)[C@]1(Br)CC[C@]1(Br)C(=O)OCC	94	103	106	104	111	86	106	90	104
Cc1c(C(=O)/C=C/c2csc3ccccc23)[n+](=O)c2ccccc2n1[O-]	49	28	48	73	78	.	26	74	16
OCc1ncc(-c2cc(C(F)(F)F)cc(C(F)(F)F)c2)c(NC2CCCCCC2)n1	89	114	105	126	105	70	95	87	93
Cc1cc(C)c2c(n1)sc1c(Nc3ccc(Cl)cc3)ncnc12	31	28	43	11	54	33	34	10	15
CCOC(=O)c1c(NC(=O)CSc2nnc(-c3cccnc3)o2)sc2c1CCCC2	120	108	107	119	121	101	108	106	94
O=c1oc2ccc3ccccc3c2cc1-c1ccnc2[nH]c(=S)[nH]c(=O)c12	105	95	101	111	101	99	105	95	94
CSc1nc(N)c(CNc2ccccc2)c(=O)n1C	102	100	109	93	95	81	103	93	97
Cc1cc(N=C2NC(=O)/C(=C/c3cccs3)S2)no1	49	118	74	113	94	88	92	68	52
CCCCN(CCCC)C(=O)CC	101	110	106	119	107	.	110	114	102
C[C@]12CC[C@H]3[C@@H](CC=C4C[C@@H](O)CC[C@@]43C)[C@@H]1C[C@H](O)C2	102	89	110	115	101	93	107	106	100
Cc1ccc(C(=O)CCC(=O)O)c(C)c1	92	105	106	103	104	97	110	103	106
O=C1C(Br)=Cc2cccc3cccc1c23	94	101	115	156	97	88	113	111	106
O=C1O/C(=C2\C=C(c3ccccc3)OC2=O)C=C1c1ccccc1	106	104	112	110	105	93	101	108	102
O=c1c2ccccc2[nH]c2cc3c(=O)n4ccccc4nc3cc12	97	96	100	117	107	98	102	.	101
CCOc1cccc(Cl)n1	101	100	123	126	117	85	117	105	102
COc1ccccc1NC(=O)c1sc2c(=O)[nH]c(C)nc2c1C	105	89	105	116	104	117	103	89	91
CC(C)c1ccc(C(NC23CC4CC(CC(C4)C2)C3)c2nnnn2C(C)(C)C)cc1 (centres undefined)	102	97	104	126	101	94	107	85	96
Cn1cnc2cc(Cl)ccc21	98	108	114	114	111	70	105	107	110
N#Cc1c(NCc2ccccc2I)sc2c1CCCCC2	95	100	97	108	113	85	97	98	90
CN1C(=O)N(C)C2NC(N/N=C/c3ccc([N+](=O)[O-])cc3)=NC21 (centres undefined)	103	109	103	105	101	83	99	106	102
C[C@H]1C=C(C[C@H](O)CC#CC#CCCCCC[C@@H](O)[C@H]2CCC(=O)O2)C(=O)O1	101	105	99	111	107	100	127	105	104
O=C1NC(=S)/C(=C/c2cn(-c3ccccc3)nc2-c2ccccc2)S1	20	23	19	33	29	81	39	14	19
COc1ccc2c(c1)CCc1c-2nc(N)nc1-c1nc(N)nc2c1CCc1cc(OC)ccc1-2	101	107	107	112	109	92	109	.	97
COc1cc(-c2cc(=O)oc3cc(O)ccc23)cc(OC)c1OC	91	95	86	99	100	75	96	95	87

By substructure: those above with a tert-butyl group (four)
SMILES	HCT-15	HT29	KM12	COLO 205	HCC-2998	SNB-75	SW-620	SNB-19	HCT-116
CC(=O)c1c(C)cc(C(C)(C)C)cc1C	109	102	115	115	.	85	113	109	117
CC(C)(C)c1ccc(OC(=O)c2ccccc2O)cc1	103	89	.	97	99	94	95	95	91
CCc1cccc(C(C)(C)C)c1NC(=S)N/C=C(/C#N)C(N)=O	107	112	103	102	107	93	100	98	95
CC(C)c1ccc(C(NC23CC4CC(CC(C4)C2)C3)c2nnnn2C(C)(C)C)cc1 (centres undefined)	102	97	104	126	101	94	107	85	96

Entries of single compounds as entered above. Screens in order: HCT-15, HT29, KM12, COLO 205, HCC-2998, SNB-75, SW-620, SNB-19, HCT-116
O=C1NC(=S)/C(=C/c2cn(-c3ccccc3)nc2-c2ccccc2)S1 in the list: 20, 23, 19, 33, 29, 81, 39, 14, 19
C[C@H]1C=C(C[C@H](O)CC#CC#CCCCCC[C@@H](O)[C@H]2CCC(=O)O2)C(=O)O1 in the list: 101, 105, 99, 111, 107, 100, 127, 105, 104
